SRC3 inh: SRC3 coactivator transcriptional activity inhibitors, primary screen, cell-based, luminescence | Nuclear receptor coactivator 3 (Homo sapiens), Q9Y6Q9 | HEK293 GAL4-SRC3 luciferase reporter | inhibition, % at 3.6 µM | 360,000 tested, 0.17% active | AID 588352, 2011;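 active means inhibition above a per-campaign cutoff, the mean of all compounds plus 3 SD, cut at about 60% in these data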;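 further: 0% = DMSO-treated cells and 100% = gossypol-treated cells at 36 µM; higher means less SRC3-driven luciferase light from the GAL4 reporter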
NCOA1 inh: SRC1 coactivator transcriptional activity inhibitors, primary screen, cell-based, luminescence; Nuclear receptor coactivator 1 (Homo sapiens), Q15788; HEK293 GAL4-SRC1 luciferase reporter; inhibition, % at 3.6 µM; 360,000 tested, 0.12% active;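 active means inhibition above the campaign mean plus 3 SD, with each screening campaign given its own cutoff, cut at about 60% in these data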;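 further: 0% = DMSO treated cells and 100% = gossypol at 36 µM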
TWEAK Fn14 block: inhibitors of TWEAK-Fn14 signaling, primary screen, luciferase reporter cells, uHTS; TWEAK-stimulated Fn14 reporter cells, luciferase luminescence, 8 h; inhibition, % at 10 µM; 360,000 tested, 2% active; AID 1159606, 2016; in the data active means inhibition above about 50%
LRH-1 inv ag: LRH-1 (NR5A2) inverse agonists, primary screen, cell-based, luminescence, HEK293T, StAR-luciferase reporter. AID 602396, 2012. 360,000 tested, 0.13% active. LRH-1 transfected, 24 h. Nuclear receptor subfamily 5 group A member 2 (Homo sapiens), O00482. inhibition, % at 3.6 µM;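 active means inhibition above the mean inhibition of all tested compounds plus 3 SD, cut at about 73% in these data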;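 further: 0% = DMSO wells and 100% = reporter-only cells lacking LRH-1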
Target sequence (O00482 whole entry, looked up): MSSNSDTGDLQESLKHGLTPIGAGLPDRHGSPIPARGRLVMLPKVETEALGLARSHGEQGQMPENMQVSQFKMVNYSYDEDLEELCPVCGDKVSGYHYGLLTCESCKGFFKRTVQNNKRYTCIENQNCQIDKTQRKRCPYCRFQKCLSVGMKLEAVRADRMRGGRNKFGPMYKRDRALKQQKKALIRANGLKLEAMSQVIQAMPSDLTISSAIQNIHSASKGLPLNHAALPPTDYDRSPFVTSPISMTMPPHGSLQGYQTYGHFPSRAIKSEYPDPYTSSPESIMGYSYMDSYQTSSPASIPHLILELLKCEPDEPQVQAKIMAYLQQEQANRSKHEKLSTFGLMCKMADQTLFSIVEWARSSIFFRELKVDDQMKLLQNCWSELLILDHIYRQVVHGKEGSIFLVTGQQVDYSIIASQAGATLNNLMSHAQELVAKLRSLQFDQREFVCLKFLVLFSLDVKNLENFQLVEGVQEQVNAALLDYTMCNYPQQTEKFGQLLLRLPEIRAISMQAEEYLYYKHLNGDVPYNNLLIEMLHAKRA
Shn3 inh set2: reduction of Shn3 3'UTR firefly luciferase signal, primary screen, Schnurri-3 inhibitor project, cell-based, Clone20 osteoblasts, set 2; Clone20 osteoblast Shn3 3'UTR firefly luciferase, 24 h; inhibition, % at 12.5 µM; 360,000 tested, 0.52% active; AID 588674, 2011;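 active means mean inhibition of at least 75% with every replicate also reaching 75%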;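 further: 0% = median of neutral control wells and 100% = pilot-screen positive control compound; some compounds past the cut are filed as inactive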
TROY signal inh: inhibitors of TROY-driven NF-kB signaling, primary screen, Q293 LMP1-TROYcd cells, NF-kB luciferase, uHTS | Q293 LMP1-TROYcd NF-kB luciferase reporter, 4 h | inhibition, % at 10 µM | 360,000 tested, 0.98% active | AID 1347056, 2019;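 active means compounds whose plate-normalised and pattern-corrected inhibition of the luciferase reporter signal at the single screening dose is 50% or more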
COUP-TFII inh: NR2F2 transcriptional activity inhibitors, primary screen, cell-based, luciferase reporter, HEK293T, luminescence; HEK293T NGFI-A luciferase reporter; inhibition, % at 8.6 µM; 370,000 tested, 0.7% active;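 active means inhibition above a per-plate cutoff, mean inhibition of test wells between control levels plus 3 SD, cut at about 38% in these data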;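 further: cells cotransfected with COUP-TFII expression vector driving the NGFI-A reporter; 0% = median of COUP-TF2 test wells and 100% = reporter-only cells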
Target sequence (P24468 whole entry, looked up): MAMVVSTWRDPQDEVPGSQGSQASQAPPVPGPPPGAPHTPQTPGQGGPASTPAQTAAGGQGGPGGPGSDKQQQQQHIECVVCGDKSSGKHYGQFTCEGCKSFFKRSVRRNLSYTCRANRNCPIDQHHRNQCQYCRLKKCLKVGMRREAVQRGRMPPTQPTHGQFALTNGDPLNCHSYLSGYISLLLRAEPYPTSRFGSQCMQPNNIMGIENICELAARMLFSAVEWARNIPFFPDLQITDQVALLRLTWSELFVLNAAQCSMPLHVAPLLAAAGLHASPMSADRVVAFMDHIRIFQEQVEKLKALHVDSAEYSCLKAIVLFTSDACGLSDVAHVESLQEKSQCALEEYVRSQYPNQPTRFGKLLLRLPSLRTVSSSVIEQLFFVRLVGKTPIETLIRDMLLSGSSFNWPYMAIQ
KKLEB tox: cytotoxicity in KKLEB CF airway cells, primary screen, cytotoxicity control for CF NF-kB inhibitor project, cell-based, uHTS, fluorescence assay plates | activity change (cytotoxicity), % at 5 µM | 360,000 tested, 0.36% active | KKLEB CF airway cells viability, ATPlite luminescence, overnight; active compounds read low; cells stimulated with P. aeruginosa culture filtrate;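 active means corrected activity change at or below -50% at 5 µM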
CF NFkB block: inhibitors of PAF-induced NF-kB signaling, primary screen, cell-based, GFP fluorescence, uHTS | KKLEB NF-kB-GFP reporter, GFP fluorescence overnight | inhibition, % at 5 µM | 360,000 tested, 0.86% active;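 active means at least 50% inhibition at 5 µM, scaled per plate between neutral and stimulator controls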;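 further: PAF is a Pseudomonas aeruginosa culture filtrate used as stimulus; plate controls were PAF-stimulated DMSO wells for no effect and unstimulated DMSO wells for full effect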
EBV LMP1 NFkB: EBV LMP1-driven NF-kappaB luciferase reporter inhibitors, primary screen, cell-based, luminescence, single point; 350,000 tested, 0.69% active; inhibition, % at 12.5 µM; LMP1-induced NF-kappaB luciferase reporter cells; in the data active means inhibition above about 41%;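 further: 0% = neutral control wells and 100% = reference inhibitor control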
C8 TRAIL sens: viability loss with TRAIL in NB7+C8 cells, primary screen, TRAIL sensitizer project, cell-based, ATPlite luminescence; inhibition (viability loss, TRAIL sensitization), % at 10 µM; 360,000 tested, 1% active;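 active means compounds causing at least 50% loss of cell viability in the single-dose screen, relative to plate controls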
* = called active by the depositor; nt = not tested or not shown.

SMILES	SRC3 inh	NCOA1 inh	TWEAK Fn14 block	LRH-1 inv ag	Shn3 inh set2	TROY signal inh	COUP-TFII inh	KKLEB tox	CF NFkB block	EBV LMP1 NFkB	C8 TRAIL sens
O=C1CN(C(=O)COC(=O)c2cc(Cl)ccc2[N+](=O)[O-])c2ccccc2N1	7.7	-3.6	0.3	0.5	-10.9	-4.7	-3.8	-16.3	23.2	-7.7	5.3
CC(C)CCNC(=O)NC(=O)CN1C(=O)NC2(CCCCC2)C1=O	10.9	-7.7	-18.7	-9.4	7.3	15.4	-0.6	4.0	-15.3	-0.8	4.4
O=C(O)c1cc(N/N=C/c2ccc3c(c2)OCO3)ccc1Cl	-175.5	-150.7	19.9	-188.8	-9.1	-60.4	-18.4	3.3	-9.7	-3.8	-2.7
CC(C)Cn1cnc2c(=O)oc3ccccc3c21	-8.2	-2.2	7.1	1.3	0.5	6.8	-3.5	7.0	-8.0	-26.1	-3.0
COc1ccccc1C(=O)Nc1ccnn1C1CCN(Cc2cnc(N(C)C)s2)CC1	6.1	5.0	2.1	18.0	1.2	-15.3	7.7	-11.8	2.8	1.9	-0.1
CCCC/C=C/C(NC(=O)CCc1ccccc1)c1ccccc1 (stereo unspecified)	-0.5	8.0	-12.1	5.0	2.2	-1.1	9.2	-3.8	1.8	6.1	19.6
COCCn1c(N)c(N(Cc2ccccc2)C(=O)c2ccc(C#N)cc2)c(=O)[nH]c1=O	9.9	-28.6	10.5	-9.0	0.3	9.7	-7.9	8.8	1.0	0.1	-20.7
CN(C)CCN(Cc1ccccc1)C(c1ccnc2ccccc12)c1nnnn1-c1ccc2c(c1)OCCO2 (stereo unspecified)	nt	nt	1.0	0.9	nt	-15.4	-1.6	nt	nt	nt	8.2
O=C1C(=O)N(CCO)C(c2cccc(F)c2)/C1=C(\O)c1ccc(Cl)cc1 (stereo unspecified)	-3.7	0.3	-3.7	-3.3	-8.7	-26.8	-11.4	3.0	-5.5	1.7	-6.0
COc1ccc(C2CCCN2C(=S)Nc2cccc(Cl)c2)cc1OC (stereo unspecified)	1.0	-34.4	-27.7	-10.1	11.1	-7.4	8.7	-9.3	3.6	3.7	10.7
Cc1cc(C)c(S(=O)(=O)c2ccccc2C(=O)O)c(C)c1	6.4	-2.2	-1.7	8.3	-0.7	10.0	3.3	9.5	-5.0	4.4	-24.0
COc1ccc(C(=O)NCCSCc2cccc(Cl)c2)cc1OC	-8.3	8.8	-12.0	9.4	10.9	16.5	7.5	2.7	0.1	-18.7	-8.2
O=C(CSc1ccc(F)cc1)Nc1ccc(C2SCCS2)cc1	-84.9	-80.2	-39.7	-86.2	-68.0	-66.0	-32.7	-4.3	-1.5	-36.7	13.8
CCc1ccccc1NC(=O)CN(C1CCCCC1)S(C)(=O)=O	1.0	-0.4	-10.9	14.6	-7.4	-1.5	-14.4	12.2	-14.1	3.4	-9.9
Cc1ccccc1CNC(=O)c1cc2ccccc2o1	-15.8	-10.7	-17.0	6.9	2.2	-24.8	-3.2	11.3	-2.8	0.0	4.9
OCCNc1nc(Nc2cccc(O)c2)nc2ccccc12	21.6	12.4	8.5	0.6	nt	9.0	-0.1	-4.8	-11.9	-0.1	-10.3
COc1ccccc1C(=O)NC(=O)COC(=O)CCOc1ccc(C)cc1	-0.6	-22.7	10.3	-0.1	-1.4	0.8	8.6	-16.1	-16.5	-1.3	8.0
COC(=O)C1=C(C)N=C2SCCC(=O)N2C1c1ccc(C(=O)OC)cc1 (stereo unspecified)	-4.3	-7.9	-20.8	7.3	1.0	5.3	-4.6	-14.5	-5.1	3.4	-3.4
COc1ccc(-c2nn(C)c(=O)c3ccccc23)cc1NC(=O)COc1ccc(C)cc1	6.1	-11.1	44.8	-12.6	80.3	1.4	11.3	-6.3	-23.3	38.8	26.1
O=C(NCCc1cn2cccnc2n1)C1CCC(=O)N(Cc2ccccc2F)C1 (stereo unspecified)	4.0	-7.2	-23.2	8.1	-21.2	-14.3	4.8	6.8	4.7	-5.4	7.7
CSc1nnc(-c2ccc([N+](=O)[O-])cc2)o1	6.0	-3.7	4.4	12.6	-2.7	1.3	-15.4	-7.1	3.0	-8.8	-0.3
COCCNC(=S)N(CCCO)Cc1cc2cc3c(cc2[nH]c1=O)OCO3	-2.2	-5.2	-8.1	-8.4	11.9	10.4	9.8	4.5	-12.1	-0.3	-12.3
CCN1CCN(c2cc(C)c3cc(NC(=S)N(CC)CC)ccc3n2)CC1	7.5	7.4	-43.9	0.1	0.9	-23.6	14.2	2.7	-19.2	-25.7	22.6
Cc1oc2cc(O)ccc2c(=O)c1-c1ccccc1	-16.3	-13.3	-7.0	-15.9	-38.5	-19.3	-0.9	4.4	-3.6	-18.7	-3.8
Cc1nc2c(=O)n(C)c(=O)n(C)c2nc1Cl	-27.5	-8.6	50.4*	-85.3	96.8*	31.7	4.4	9.0	75.1*	-31.6	2.3
CC(=O)c1c(C(C)=O)c(C)n(NC(=O)c2ccccc2Cl)c1C	-12.5	-18.0	7.6	4.8	-2.9	2.5	19.4	16.3	0.2	-24.3	-3.9
CC1=CCC(C(=O)O)C(C(=O)Nc2cccnc2)C1 (stereo unspecified)	12.5	-11.4	-5.5	-4.7	80.0	9.8	10.0	-2.5	-23.8	2.7	-0.1
CC(=O)OC(C(=O)NCc1ccc(F)cc1)c1ccccn1 (stereo unspecified)	22.4	3.7	10.6	11.0	5.8	14.8	3.5	-5.7	-6.3	-1.9	1.8
Cc1ccc(NC(=S)NCc2cccs2)c(C)c1	19.7	-3.6	10.7	-8.8	-1.0	-37.3	-22.1	1.2	1.0	-12.1	-4.4
Cc1cccc(C)c1OCC(=O)NCc1ccccc1	0.6	10.0	-3.7	14.9	-10.1	-2.9	10.0	11.6	9.2	5.1	-6.3

Overlap with the part before: 3 compounds, followed by the next part.
SMILES	SRC3 inh	NCOA1 inh	TWEAK Fn14 block	LRH-1 inv ag	Shn3 inh set2	TROY signal inh	COUP-TFII inh	KKLEB tox	CF NFkB block	EBV LMP1 NFkB	C8 TRAIL sens
CC(=O)OC(C(=O)NCc1ccc(F)cc1)c1ccccn1 (stereo unspecified)	22.4	3.7	10.6	11.0	5.8	14.8	3.5	-5.7	-6.3	-1.9	1.8
Cc1ccc(NC(=S)NCc2cccs2)c(C)c1	19.7	-3.6	10.7	-8.8	-1.0	-37.3	-22.1	1.2	1.0	-12.1	-4.4
Cc1cccc(C)c1OCC(=O)NCc1ccccc1	0.6	10.0	-3.7	14.9	-10.1	-2.9	10.0	11.6	9.2	5.1	-6.3
COc1cccc(CN2CCC(Oc3ccc(C(=O)N4CCCCC4)cc3)CC2)c1	13.6	-11.5	2.1	-7.5	-10.6	10.4	22.2	0.7	-12.9	-1.8	3.8
COc1ccc2cc(S(=O)(=O)N3CCN(C)CC3)ccc2c1	-1.9	-11.0	-3.3	6.7	12.0	16.7	15.5	-14.2	1.3	10.7	11.4
COC(=O)CSc1snnc1-c1ccc(F)cc1	8.2	-1.1	-31.3	6.2	-4.4	-5.1	0.7	-8.7	8.6	-8.1	-3.4
CCCS(=O)(=O)NC(=O)C1(C)CCCN(C(=O)c2cc(OC)ccc2Br)C1 (stereo unspecified)	-30.8	-2.6	6.2	-9.7	-15.6	-0.1	nt	6.5	6.1	nt	-10.5
CSc1ccc(/C=C(/NC(=O)c2ccco2)C(=O)N2CCCCC2)cc1	12.7	8.7	2.7	2.4	-6.6	7.1	8.7	4.9	-10.5	-4.4	-13.2
O=C(Nc1ccc(F)cc1F)c1cc(=O)n(-c2ccccc2)c(=O)[nH]1	-12.0	2.3	6.5	5.0	-18.2	-1.4	8.8	5.5	-1.7	6.0	-9.0
CSCCNCc1c(C(=O)N2CCOCC2)nc2c(C)cccn12	20.2	-4.3	14.1	13.8	13.4	10.3	1.5	-3.2	1.7	-8.3	7.2
O=C(c1cccs1)N1CCCN(c2ncnc3scc(-c4ccccc4)c23)CC1	29.0	16.2	-7.2	15.7	nt	-0.4	10.7	-12.5	36.3	2.8	5.5
O=c1cc(O)c2ccccc2[nH]1	-23.4	5.3	1.1	6.9	-7.5	-9.8	-12.1	-8.2	3.9	0.6	-6.8
COc1ccc(S(=O)(=O)N2CCCC(C(=O)NCCCn3ccnc3)C2)cc1OC (stereo unspecified)	1.0	-25.8	27.0	-19.0	-2.1	6.4	0.6	0.6	10.7	5.6	-12.7
CCC(C)NC(=O)c1ccc(CNS(=O)(=O)c2ccc3c(c2)C(C)(C)C(=O)N3C)cc1 (stereo unspecified)	-3.1	6.1	-2.3	9.3	-10.5	-6.5	8.3	-2.4	8.7	1.3	-9.8
O=C(Cn1cnc2cc([N+](=O)[O-])ccc2c1=O)N(Cc1ccccc1)C1CCS(=O)(=O)C1 (stereo unspecified)	16.0	-2.5	18.9	12.1	-17.0	17.9	0.3	-12.5	0.7	-3.1	7.5
CCCOc1ccccc1/C=C(\C#N)C(=O)Nc1cccnc1	-41.6	-59.0	-5.8	-45.5	-2.2	-1.6	-35.6	-6.5	12.4	-5.7	8.8
CCN(c1ccccc1C(=O)O)S(=O)(=O)c1cccc2nsnc12	-11.4	-5.1	4.8	-1.6	-25.6	-11.8	0.9	-10.2	3.3	7.7	8.0
CCOc1ncccc1C(=O)OCC(=O)N(CC(C)C)C1CCS(=O)(=O)C1 (stereo unspecified)	-0.5	-4.0	0.6	-1.4	7.5	2.2	11.9	-14.3	-1.4	4.0	-5.4
CC(=O)Nc1c(C(N)=O)oc2ccc(Cl)cc12	26.6	-3.1	1.4	-3.0	10.4	-2.1	8.1	5.6	2.7	-1.0	18.6
CC1Cc2ccccc2N1C(=O)CN1CCC(C(N)=O)CC1 (stereo unspecified)	-1.8	15.4	-9.4	3.3	-15.5	10.6	-12.8	3.9	3.6	0.2	-9.2
C[C@H](CO)N1C[C@H](C)[C@@H](CN(C)S(=O)(=O)c2ccccc2)OCCCC[C@H](C)Oc2ccc(NC(=O)CCC(F)(F)F)cc2C1=O	-20.4	-7.0	-5.5	2.9	-2.1	-11.0	-21.4	5.3	-4.0	3.4	-7.8
COc1cc(-c2nn3c(C4CCCCC4)nnc3s2)cc(OC)c1OC	14.4	9.3	-7.0	22.7	11.9	12.2	-16.3	-1.7	12.4	23.5	6.3
COc1ccc(NC(=O)C2(C)CCN2C(=O)Cc2ccccc2)cc1OC (stereo unspecified)	-32.4	-8.5	-29.2	-0.9	60.5	-28.3	-3.1	20.9	-0.9	nt	-9.1

Only part of the results is shown; count on the stated rates, not on these rows.
